# Bioassay records (PubChem)
# aSyn rescue = rescues yeast growth from alpha-synuclein toxicity; Yeast expressing alpha-synuclein, growth rescue, BacTiter-Glo, 24 h; actives 0.14% (n = 370,000); Potency, µM (series often up to 46.1 µM), without a hit: at the highest dose growth rescue (activation), most hits filed as activators; note: potency is the fitted concentration of half-maximal effect; % of control where 0% means no effect; nearly all actives have a fitted effect of over 65% in size
#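 Galactose-induced alpha-syn yeast (OD600=0.02, raffinose-pregrown) + pinned cpd, 24 hr, 30 deg C; growth by BacTiter-Glo luminescence. Growth restoration scores as activation.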
# D3 ag = activates the human D3 dopamine receptor; D3R DiscoveRx beta-arrestin cells, luminescence, 90 min; max activation, %; actives 0.58% (n = 410,000); AID 652048; in the data active = max activation above about 30%; note: 0% is about no effect; mostly tested at two doses, the higher about 12 µM
# Target sequence (P35462 whole entry, looked up): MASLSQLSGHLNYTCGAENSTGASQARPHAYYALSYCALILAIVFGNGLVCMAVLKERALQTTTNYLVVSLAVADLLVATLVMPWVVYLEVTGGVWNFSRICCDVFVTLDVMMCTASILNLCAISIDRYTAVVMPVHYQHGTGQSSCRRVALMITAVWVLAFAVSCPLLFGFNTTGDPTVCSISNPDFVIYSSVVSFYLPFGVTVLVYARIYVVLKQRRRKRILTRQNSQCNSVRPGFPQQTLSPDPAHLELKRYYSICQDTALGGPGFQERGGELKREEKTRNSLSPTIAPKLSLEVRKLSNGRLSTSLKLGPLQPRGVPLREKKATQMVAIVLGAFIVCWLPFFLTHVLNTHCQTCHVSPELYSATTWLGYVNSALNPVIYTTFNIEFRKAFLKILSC
#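 Agonist-mode cell screen: cells plated at 1500/well and incubated overnight at 37 °C, then exposed to library compounds for 90 min at 37 °C. Detection reagent was added for 30–60 min at room temperature, and luminescence was read.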
# D3 antag = antagonists of human D3 dopamine receptor; actives 2.5% (n = 360,000); P35462; D3R cells, DiscoveRx beta-arrestin luminescence, antagonist mode; active compounds read low; max response, negative = inhibition, %; in the data active = max response below about -50%; inconclusive = no clear call, values can overlap the other calls; note: % is set by controls: 0 for no effect and ±100 for the full control effect; mostly tested at two doses, the higher about 12 µM
#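 Cells expressing the human receptor were seeded at 1500 cells/well, incubated overnight at 37 degrees C in 5% CO2, then exposed to library compounds with dopamine controls for 90 minutes at 37 degrees C before luminescent detection.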
# KB-V1 MDR tox = kills drug-selected multidrug resistant KB-V1 cells. actives 3.4% (n = 400,000). KB-V1 MDR cells viability, CellTiter-Glo, 72 h. Potency, µM (highest dose often 46.1 µM), inactives show top-dose activity change, negative = cytotoxicity, hits mostly cytotoxic; note: potency is the fitted concentration of half-maximal effect; % is set by controls: 0 for no effect and ±100 for the full control effect; nearly all actives have a fitted effect of over 60% in size
#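 Readout: CellTiter-Glo luminescence, 10 min after addition. Cells: KB-V1 MDR subline, 72 h at 37 degrees C with compound. Analysis: corrected, normalized data fitted to concentration-effect curves.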
# GLP1R cytotox = cytotoxicity in counter-screen for GLP-1R inverse agonists; HEK293 cAMP-luciferase reporter cells, luminescence, 24 h; Potency, µM (series often up to 38.3 µM), for inactives: at the highest dose activity change, negative = inhibition, most hits filed as inhibitors; actives 0.13% (n = 410,000);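 note: loss of luciferase light is scored as toxicity; potency is the fitted concentration of half-maximal effect; % is set by controls: 0 for no effect and ±100 for the full control effect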
#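 Compound-treated cells are incubated 24 hr at 37 deg C under 5% CO2 after a 12 hour attachment period, then luciferase detection reagent is added and luminescence is measured following 12 min at room temperature; lowered signal indicates toxicity.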
# GLP-1R agonist = agonists of human GLP-1 receptor; P43220; HEK293 GLP-1R CRE-luciferase, luminescence, 4-6 h; cells express a hypersensitive GLP-1R form; Potency, µM (doses to about 45.6 µM), without a hit: top-dose activation, hits mostly activators; actives 0.007% (n = 380,000); AID 624172; note: potency is the fitted concentration of half-maximal effect; % of control where 0% means no effect
# TDP-43 yeast inh = inhibitors of TDP-43 toxicity in yeast; actives 1.8% (n = 410,000); TDP-43 expressing yeast growth rescue, BacTiter-Glo, 24 h; AID 652104; Potency, µM (top dose mostly 46.1 µM), inactives show at the top dose growth rescue (activation), actives largely listed as activators; note: potency is the fitted concentration of half-maximal effect; % of control where 0% means no effect; nearly all actives have a fitted effect of over 50% in size
#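 Growth rescue of TDP-43-toxic yeast measured as ATP luminescence (BacTiter-Glo). Cells grown to mid-log in raffinose, induced in galactose at OD600=0.02, exposed to compound 24 hr at 30 deg C.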
# PTHR1 ag = activates the human parathyroid hormone receptor PTHR1; Q03431; HEK293 GP2 PTHR1 cells, GloSensor cAMP luminescence, 1 h; Potency, µM (series often up to 115 µM), for inactives: at the highest dose activation, hits mostly activators; actives 0.075% (n = 410,000); AID 743266; note: potency is the fitted concentration of half-maximal effect; nearly all actives have a fitted effect of over 55% in size; some results filed as inactive show a strong effect at the top dose; inactives centre near -15; many of its hits are not listed in these tables
#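 HEK-293-derived GP2 cells expressing PTHR1 and a GloSensor cAMP reporter, 3,000/well, plated overnight, given luciferin plus IBMX (each 0.5 mM as added) for 1 h at 37 °C, then compound for 1 h at 37 °C. Luminescence was read after 15 min at room temperature.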
# GLP-1R inv ag = acts as inverse agonist at human GLP-1 receptor; Potency, µM (doses to about 38.3 µM), inactives show top-dose activity change, negative = inhibition, actives largely listed as inhibitors; actives 1.6% (n = 410,000); HEK293 GLP-1R CRE-luciferase, luminescence, 24 h; GLP-1R form is constitutively active; AID 624417; P43220; note: potency is the fitted concentration of half-maximal effect; % is set by controls: 0 for no effect and ±100 for the full control effect; nearly all actives have a fitted effect of over 55% in size
#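 Luminescence readout: a drop in cAMP-driven luciferase signal flags inverse agonism at a constitutively active GLP-1R stably expressed in HEK293. Compound exposure lasted 24 hr at 37 deg C, 5% CO2.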
# Numbers without * were called inactive; i = inactive; ? = inconclusive; . = not tested or not shown; & = joins results of further samples; [ ] = remark or other dose. Unless noted, calls come from the whole dose curve; as a rule, active = well fitted curve in the direction sought with a large enough effect; inconclusive = small, poorly fitted or top-dose-only effect, or another doubt; inactive = no such curve, though single readings can be large; an effect the other way counts as inactive or inconclusive.
SMILES | aSyn rescue | D3 ag | D3 antag | KB-V1 MDR tox | GLP1R cytotox | GLP-1R agonist | TDP-43 yeast inh | PTHR1 ag | GLP-1R inv ag
COc1cc(NC(=O)Cn2ncc3c2-c2ccccc2OC3)cc(OC)c1OC | 4% | 3 | 1 | 8% | ? | 12% | 5% | -3% | 2%
CCN1C(=O)N[C@@H](CCc2ccccc2)[C@@H](C(=O)OC)[C@H]1C | 0% | -1 | 3 | 0% | 12% | 0% | 6% | i | 4%
CCOC(=O)c1sc(NC(=O)C2CC(=O)N(c3ccccc3OC)C2)nc1C (stereo not given) | -2% | 1 | -7 | 6% | -26% | 14% | 9% | -2% | 10%
COc1ccc2[nH]c3c(c2c1)CCN1C(=O)C(CC(=O)NCCc2ccccn2)C[C@H](C(=O)N2CCCCC2)[C@@]31C (stereo not given in full) | -11% | -16 | -15 | -17% | 5% | -3% | 13% | -7% | 16%
O=Cc1cccn1-c1nccc(-c2ccco2)n1 | 2% | 14 | 0 | -5% | 2% | -4% | . | -9% | 42%[activator]
COc1cccc(C=Nc2ccc3c(c2)OCCO3)c1O | 0% | 4 | -27 | 3% | 22% | -12% | -14% | -22% | -3%
Cc1ccc(/C(O)=C2/C(=O)C(=O)OC2c2ccc(Cl)cc2)cc1 (stereo not given) | -16% | -10 | -19 | 6% | -12% | -6% | -23% | -20% | ?
CC(=O)Nc1ccc(NC(=S)NC(=O)c2ccc(-c3ccccc3)cc2)cc1 | 1% | -5 | -6 | ? | 5% | 3% | 14% | i | 13%
Cc1ccccc1-c1cnc(C(O)c2ccc(F)cc2)[nH]1 (stereo not given) | -3% | -5 | 0 | 4% | -8% | 6% | 16% | i | 26%
COc1ccc(-c2nc(-c3cccc(C)c3)no2)cc1OC | 6% | 65* | 22 | 7% | 4% | -8% | -9% | -15%[57.5 µM] | 0%
c1ccc(-c2nc(NCCCn3ccnc3)c3oc4ccccc4c3n2)cc1 | 1% | -22 | -19 | 5.8µM* | -3% | -35%[inhibitor] | -22% | i | -20%
CC1CN(C(=O)COC(=O)c2ccc(F)cc2Cl)CC(C)O1 (stereo not given) | -2% | 3 | -5 | 3% | 9% | 5% | -10% | 0% | -9%
Cc1ccc(NC(=O)c2ccccc2-c2ccccc2C(=O)O)cc1 | 9% | 2 | 25 | ? | -1% | 1% | 7% | i | 11%
Cc1cccc(N2C(=O)C(Oc3ccc(Cl)cc3Cl)C2C(=O)O)c1C (stereo not given) | 3% | 2 | -8 | 21% | 4% | -16% | 0% | i | 19%
Cc1ccc(NC(=O)CSc2nncn2C)c(C)c1 | -2% | 7 | . | 20% | -7% | 0% | 9% | i | 8%
COCOc1ccc(C=O)cc1OCOC | -1% | 18 | 5 | 7% | 2% | 5% | 0% | -27% | 22%
O=C1CC(N2CCOCC2)C(=O)N1CCc1ccccc1 (stereo not given) | -4% | 0 | 68 | -1% | -6% | -6% | 0% | i | 5%
Cn1c(NC(=O)C[n+]2cc(-c3ccc(Cl)cc3)n3c2CCC3)cc(=O)n(C)c1=O | 7% | 0 | -7 | ? | -9% | 4% | -5% | -12% | 9%
COc1ccc(-c2csc(N(CCc3ccccc3)C(=O)COc3ccccc3)n2)cc1 | 1% | 7 | 15 | 16µM* | -4% | 3% | 0% | i | 4%
O=C(Nc1nnc(S(=O)(=O)Nc2ccccc2)s1)C1CCCCC1 | -5%&-6% | -5&-2 | -21 | ? | -13%&3% | 2% | 1%&0% | -16%&-5% | ?
COc1ccc(OCc2cc(C(=O)N3CCCC(OC)C3)no2)c2ccccc12 (stereo not given) | 10% | 2 | -17 | ? | -15% | 4% | ? | -2% | ?

# As a short view, some entries already given.
SMILES | aSyn rescue | D3 ag | D3 antag | KB-V1 MDR tox | GLP1R cytotox | GLP-1R agonist | TDP-43 yeast inh | PTHR1 ag | GLP-1R inv ag
COc1ccc2[nH]c3c(c2c1)CCN1C(=O)C(CC(=O)NCCc2ccccn2)C[C@H](C(=O)N2CCCCC2)[C@@]31C (stereo not given in full) | -11% | -16 | -15 | -17% | 5% | -3% | 13% | -7% | 16%
O=Cc1cccn1-c1nccc(-c2ccco2)n1 | 2% | 14 | 0 | -5% | 2% | -4% | . | -9% | 42%[activator]

# Molecules listed so far that have a Cl atom, in the order listed:
SMILES | aSyn rescue | D3 ag | D3 antag | KB-V1 MDR tox | GLP1R cytotox | GLP-1R agonist | TDP-43 yeast inh | PTHR1 ag | GLP-1R inv ag
Cc1ccc(/C(O)=C2/C(=O)C(=O)OC2c2ccc(Cl)cc2)cc1 (stereo not given) | -16% | -10 | -19 | 6% | -12% | -6% | -23% | -20% | ?
CC1CN(C(=O)COC(=O)c2ccc(F)cc2Cl)CC(C)O1 (stereo not given) | -2% | 3 | -5 | 3% | 9% | 5% | -10% | 0% | -9%
Cc1cccc(N2C(=O)C(Oc3ccc(Cl)cc3Cl)C2C(=O)O)c1C (stereo not given) | 3% | 2 | -8 | 21% | 4% | -16% | 0% | i | 19%
Cn1c(NC(=O)C[n+]2cc(-c3ccc(Cl)cc3)n3c2CCC3)cc(=O)n(C)c1=O | 7% | 0 | -7 | ? | -9% | 4% | -5% | -12% | 9%

# A few values from the list.
# For D3 antag, Cc1ccc(NC(=O)c2ccccc2-c2ccccc2C(=O)O)cc1 shows 25
# For KB-V1 MDR tox, COc1ccc(-c2nc(-c3cccc(C)c3)no2)cc1OC shows 7%
# For KB-V1 MDR tox, COc1cccc(C=Nc2ccc3c(c2)OCCO3)c1O shows 3%
# For D3 ag, CCOC(=O)c1sc(NC(=O)C2CC(=O)N(c3ccccc3OC)C2)nc1C (stereo not given) shows 1

# Some of the compounds tested (hit frequency here may not be typical).
